DYRK1A inh: blocks rat Dyrk1A kinase activity | inhibition, % at 12.5 µM | AID 504441 | 0.43% of 310,000 active | ADP-Glo luminescence, NFATc1 peptide; in the data active = inhibition above about 50%;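 also: plate controls were vehicle with enzyme for no effect and no enzyme for full effect; many of its hits are not listed in these tables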
TMEM16A act: activators or potentiators of mouse TMEM16A chloride channel. Q8BHY3. HEK293 TMEM16A/YFP-H148Q/I152L, iodide quench fluorescence; active compounds read low. B-score at 10 µM. 0.3% of 340,000 active. AID 623877;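 active = fluorescence-ratio B-score plate-corrected deviation score at least 3 library SD below zero, with starting fluorescence score within 5 deviations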;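 also: channel opened by trigger with iodide after compound preincubation; score built on the fluorescence ratio of max minus min over baseline; more negative score means more quench and so TMEM16A activation or potentiation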
TRPC4 agonist: TRPC4 (mouse) channel activation | 0.49% of 310,000 active | HEK293 TRPC4beta/mu-opioid, Fluo4 calcium fluorescence; active compounds read high | B-score at 10 µM;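 active = B-score above 5 SD of library B-scores, and initial fluorescence ratio not above library mean plus 5 SD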;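 also: positive B-score marks a calcium rise read as TRPC4 activation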
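Technique: kinetic Fluo4 calcium fluorescence; Test system: TRPC4beta and mu-opioid receptor HEK293 stable cells; Measure: B-scored integrated calcium fluorescence ratio; Benchmarks: low control buffer alone, high control maximal DAMGO; Schedule: 45 min room-temperature Fluo4 loading, 110 s read.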
TRPC4 potent: TRPC4 (mouse) allosteric potentiation | B-score at 10 µM | 0.42% of 310,000 active | AID 2227 | Q9QUQ5 | HEK293 TRPC4beta/mu-opioid, DAMGO EC20, Fluo-4 Ca2+ flux; active compounds read high;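 active = B-score of calcium response area above 5 SD of library B-scores, with initial fluorescence ratio within 5 SD of library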;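 also: B-score of integrated fluorescence ratio over time as area under calcium response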
KCNQ1 inh: blocks the human KCNQ1 potassium channel. P51787. CHO-K1 KCNQ1, FluxOR thallium flux fluorescence; active compounds read high. B-score at 10 µM. 1.3% of 310,000 active. AID 2642;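 active = compounds whose thallium flux B-score, printed positive for inhibition, exceeds three library SD while starting fluorescence stays within three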;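 also: channel opened by potassium depolarization with thallium stimulus after 20 min compound exposure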
ANO1 block: blocks the mouse calcium-activated chloride channel TMEM16A. AID 588511. 1.2% of 310,000 active. HEK293 TMEM16A/YFP iodide influx fluorescence, ionomycin. normalized B-score (activity score, 25-100; higher = stronger inhibition) at 10 µM;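 active = ratio plate-corrected score three or more library SD toward inhibition, starting fluorescence score within five deviations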;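 also: score derived from kinetic fluorescence span divided by baseline fluorescence per well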
KCNQ1 act: human KCNQ1 channel potentiation or activation | P51787 | CHO-K1 KCNQ1, thallium flux FluxOR fluorescence; active compounds read high | B-score at 10 µM | 0.35% of 310,000 active;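 active = fluorescence ratio B-score, a plate-corrected score, at least three library SD, with initial intensity B-score within 5 SD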
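Assay system: CHO-K1 cells stably expressing KCNQ1; Medium: assay buffer with matched DMSO; Also added: K+/Tl+ depolarizing stimulus; Dosing: single dose; Timing: dye 90 min, compound 20 min, room temperature; Measured by: kinetic FluxOR thallium fluorescence, 10-s 1-Hz baseline, 110-s post-stimulus read; Read-out: peak-minus-minimum fluorescence over initial fluorescence, negative-control normalized, B-scored.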
KCNK9 block: human KCNK9 channel inhibition; B-score at 10 µM; Q9NPC2; AID 488922; HEK293 KCNK9, FluxOR thallium flux fluorescence; active compounds read low; 1.2% of 310,000 active;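 active = ratio B-score over 3 SD below the library mean, with starting fluorescence within 5 SD of its mean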;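 also: negative B-score means less thallium flux so channel inhibition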
Target sequence (Q9NPC2 whole entry, looked up): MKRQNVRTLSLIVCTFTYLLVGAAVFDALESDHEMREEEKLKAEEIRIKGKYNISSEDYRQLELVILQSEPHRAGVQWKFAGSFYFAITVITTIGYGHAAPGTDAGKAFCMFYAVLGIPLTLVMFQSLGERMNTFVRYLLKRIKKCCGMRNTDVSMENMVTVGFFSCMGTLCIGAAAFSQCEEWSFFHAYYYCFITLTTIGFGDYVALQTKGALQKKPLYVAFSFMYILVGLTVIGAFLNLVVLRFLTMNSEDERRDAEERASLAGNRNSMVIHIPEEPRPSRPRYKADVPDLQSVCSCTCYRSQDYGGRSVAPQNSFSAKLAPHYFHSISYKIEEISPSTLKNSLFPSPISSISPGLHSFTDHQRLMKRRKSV
HDAC3 inhib: human HDAC3 inhibition | recombinant HDAC3, fluorogenic peptide/trypsin coupled, fluorescence | inhibition, % at 8.3 µM | AID 2718 | O15379 | 0.15% of 320,000 active; in the data active = inhibition above about 26%, passing the limit was not always enough
KCNK3 inh: human KCNK3 channel inhibition, primary screen. CHO-KCNK3 thallium flux, FluxOR fluorescence; active compounds read low. B-score at 10 µM. O14649. 0.84% of 340,000 active. AID 602410;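 active = B-score under library mean minus 4 SD, starting fluorescence ratio at most library mean plus 5 SD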;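 also: more negative B-score means stronger inhibition of thallium flux through KCNK3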
Target sequence (O14649 whole entry, looked up): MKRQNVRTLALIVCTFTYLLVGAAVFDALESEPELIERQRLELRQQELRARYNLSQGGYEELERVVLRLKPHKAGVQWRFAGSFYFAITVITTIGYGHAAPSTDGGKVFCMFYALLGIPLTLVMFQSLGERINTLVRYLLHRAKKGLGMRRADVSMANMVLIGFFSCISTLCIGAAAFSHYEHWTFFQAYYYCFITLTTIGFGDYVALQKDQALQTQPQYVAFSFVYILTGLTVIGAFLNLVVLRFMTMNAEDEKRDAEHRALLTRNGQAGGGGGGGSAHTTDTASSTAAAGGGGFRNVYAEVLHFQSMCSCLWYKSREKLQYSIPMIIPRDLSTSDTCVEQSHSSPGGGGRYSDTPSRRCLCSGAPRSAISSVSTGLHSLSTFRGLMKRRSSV
hERG protect: compounds protecting human hERG from proarrhythmic drug block | 0.51% of 310,000 active | activation (rescue from dofetilide block), less the hit threshold, % at 10 µM | CHO-hERG, FluxOR thallium flux, dofetilide IC70 present | AID 1511 | Q12809;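 active = activation above the mean of controls blocked by dofetilide plus 5 SD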;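 also: thallium influx through hERG after potassium depolarization seen as dye fluorescence rise; in these data hits start at about 4.7%; inactives centre near -7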
Active calls of the source: *; i = inactive; / = no result given.

Values run as follows: HDAC3 inhib	TRPC4 agonist	TRPC4 potent	DYRK1A inh	TMEM16A act	ANO1 block	KCNQ1 act	KCNK9 block	KCNK3 inh	KCNQ1 inh	hERG protect
1) CCCOc1ccc2ccccc2c1/C=N/n1c(C)nnc1-n1nc(C)cc1C
→ 2.4	i	i	1.9	i	i	i	i	i	i	-9.7
2) CO/N=C(\Cn1ncc(N2CCCC2)c(Cl)c1=O)c1ccc(Cl)cc1
→ -1.6	i	i	1.1	i	i	i	i	i	i	-2.0
3) O=C(Cn1c(=O)sc2ccccc21)Nc1ccccc1
→ 5.8	i	i	-4.2	i	i	i	i	i	i	-6.8
4) COc1cc(Cl)cc(/C=N/NC(N)=O)c1O
→ -15.6	i	i	2.7	i	i	i	i	i	i	-7.9
5) COc1ccc(CN(C(=O)c2oc3ccc(F)cc3c2C)C2CCS(=O)(=O)C2)cc1 (centres undefined)
→ 2.2	i	i	/	i	i	i	i	i	i	-15.6
6) O=C1NCCN(Cc2c(F)cccc2Cl)C1CC(=O)N1CCCO1 (centres undefined)
→ -6.5	i	i	-0.7	i	i	i	i	i	i	-1.9
7) OC(CNCCNc1ncccc1C(F)(F)F)COc1ccc(F)cc1 (centres undefined)
→ 7.8	i	i	-0.4	i	i	i	i	i	i	-13.4
8) Cc1cc2cc(C(c3nnnn3C3CCCC3)N(Cc3cccnc3)Cc3ccco3)c(=O)[nH]c2cc1C (centres undefined)
→ 1.4	i	i	-5.3	i	i	i	i	i	i	-11.2
9) COC(=O)[C@H]1C[C@@H]1[C@H](NS(=O)(=O)c1ccccc1)c1ccccc1
→ 11.5	i	i	-5.1	i	i	i	i	i	i	-6.3
10) O=C(CP(=O)(CO)CO)c1ccc(Cl)cc1
→ 2.4	i	i	-9.2	i	i	i	i	i	i	-2.9
11) COc1ccc(N2CCN(C(=O)Cc3csc(NC(=O)Nc4ccccc4OC)n3)CC2)cc1
→ 3.1	i	i	10.3	i	i	i	i	i	i	-11.2
12) CC1=C(C(=O)OC2CCCCC2)C(c2cccnc2)n2ncnc2N1 (centres undefined)
→ 5.4	i	i	-11.0	i	i	i	i	i	i	-9.7
13) CCC(C(=O)O)P(=O)(c1ccc(Cl)cc1)c1ccc(Cl)cc1 (centres undefined)
→ -18.7	i	i	-2.4	i	i	i	i	i	i	-7.9
14) CCC(C)[C@H]1COCCS(=O)(=O)N1Cc1ccccc1F (some centres undefined)
→ -0.7	i	i	5.6	i	i	i	i	i	i	-6.7
15) COc1ccc(C)cc1NC(=O)CN(c1ccc(C)cc1)S(C)(=O)=O
→ -7.0	i	i	-0.3	i	i	i	i	i	i	-6.3
16) CC12COC3(C(=O)N4CCN(c5ccccn5)CC4)CC1CCC32C (centres undefined)
→ -9.8	i	i	0.0	i	i	i	i	i	i	-4.5
17) COc1ccccc1CCCNC(=O)C1CCC(=O)N(CCc2ccc(Cl)cc2)C1 (centres undefined)
→ -2.0	i	i	-4.4	i	i	i	i	i	i	-11.2
18) Cc1ncc(CO)c(/C=N/NC(=O)c2ccc(O)cc2)c1O
→ -20.4	i	i	3.2	i	i	i	i	i	i	-6.9
19) COc1cc(/C=C2/N=C(c3ccccc3)OC2=O)c(F)cc1OCc1ccccc1
→ 1.0	i	i	-9.2	i	i	i	i	i	i	-2.9
20) COC(=O)[C@H]1[C@H]2C[C@@H]3c4[nH]c5cc(OC)ccc5c4CCN3C[C@H]2C[C@@H](OC(=O)/C=C/c2cc(OC)c(OC)c(OC)c2)[C@@H]1OC
→ 4.5	/	/	5.4	i	i	/	/	i	/	/
21) Cc1sc2nc(SCC(=O)NCCOCCO)n(C)c(=O)c2c1C
→ 5.3	i	i	18.9	i	i	i	i	i	i	-3.7
22) CC(C)CN(CCNC(=O)CN1N=C(c2ccc(Cl)cc2)CCC1=O)CC(C)C
→ -0.1	i	i	3.8	i	i	i	i	i	i	-3.8
23) CCN(Cc1cc(=O)[nH]c2ccccc12)C(=O)C(C)C
→ 0.9	i	i	-3.7	i	i	i	i	i	i	-8.4
24) CCOc1ccc(CCNC(=O)c2cccc(C#N)c2)cc1OCC
→ 2.2	i	i	20.4	i	i	i	i	i	i	-13.0
25) CN(C)c1ccc(NC(=O)CN2C3CCCC2CC(NC(=O)c2ccccc2)C3)cc1 (centres undefined)
→ -2.0	i	i	3.0	i	i	i	i	i	i	-2.4
26) COc1ccccc1N1CCN(C2CCN(C(=O)c3cccc(F)c3)CC2)CC1
→ 0.6	i	i	-0.5	i	i	i	i	i	i	-0.7
27) COC(=O)CCCC[C@H]1SC[C@H]2NC(=O)N[C@]21O
→ 1.7	i	i	/	/	i	i	i	/	i	-6.7
28) Cc1ccc(C(=O)Nc2cccnc2)cc1[N+](=O)[O-]
→ -1.5	i	i	6.4	i	i	i	i	i	i	-7.7
29) CCSc1nnc(NC(=O)NCC(F)(F)F)s1
→ -3.3	i	i	6.9	i	i	i	i	i	i	-13.1
30) Nc1nc(SCc2ccc(F)cc2)ns1
→ -47.8	i	i	0.4	i	i	i	i	i	i	-0.7

Next compounds
Values run as follows: HDAC3 inhib	TRPC4 agonist	TRPC4 potent	DYRK1A inh	TMEM16A act	ANO1 block	KCNQ1 act	KCNK9 block	KCNK3 inh	KCNQ1 inh	hERG protect
31) Cc1cccc(C(=O)NC(=S)N2CCN(c3ccc([N+](=O)[O-])cc3)CC2)c1
→ -1.2	i	i	-6.6	i	i	i	i	i	i	-3.7
32) Cc1ccc(-c2nnn(CC(=O)NCC3COCCO3)n2)o1 (centres undefined)
→ -1.8	i	i	-3.0	i	i	i	i	i	i	-0.5
33) COc1ccc(N2CCN(C(=O)C(NC(=O)c3c(F)cccc3F)C(C)C)CC2)cc1 (centres undefined)
→ 1.1	i	i	1.8	i	i	i	i	i	i	-3.4
34) Cc1cc(C)c2ccc(C)[n+]([O-])c2c1O
→ -0.5	i	i	1.5	i	i	8*	i	i	i	-7.0
35) CCCCCCN1C(=O)C(O)=C(C(C)=O)C1c1ccc(Cl)cc1 (centres undefined)
→ -2.0	i	i	-3.1	i	i	i	i	i	i	-7.2
36) CCCn1cc(S(=O)(=O)CC(=O)N2CCc3ccccc32)c2ccccc21
→ 3.6	i	i	-2.4	i	i	i	i	i	i	-8.2
37) O=C(c1ccccc1)c1ccc(CN2C(=O)c3ccccc3C2=O)o1
→ 8.5	i	i	17.9	i	i	i	i	i	i	-9.7
38) CCCn1c(NCc2ccc(C)o2)nc2ccccc21
→ -3.3	i	i	4.7	i	i	i	i	i	i	-1.3
39) CN(C)S(=O)(=O)c1ccc(C(=O)Oc2ccccc2)cc1
→ -1.0	i	i	2.9	i	i	i	i	i	i	-0.4
40) CN1CCN(CCc2nc3cc(NC(=O)COc4ccc(Cl)cc4)ccc3n2C)CC1
→ 6.1	i	i	-1.0	i	i	i	i	i	i	-10.2
41) COc1cccc(N2C(=O)C(Cc3c[nH]c4ccccc34)NC2=S)c1 (centres undefined)
→ 0.4	i	i	2.4	i	i	i	i	i	i	-9.1
42) NC(=O)N/N=C\c1cc(Br)ccc1O
→ -2.0	i	i	41.9	i	i	i	i	i	i	-10.6
43) O=C(Nc1cccc(Cl)c1)Nc1cnccn1
→ 4.7	i	i	/	i	i	i	i	i	i	-2.9
44) C=C(C)Cn1c(C2CC(=O)N(Cc3ccccc3)C2)nc2ccccc21 (centres undefined)
→ -3.2	i	i	-1.0	i	i	i	i	i	i	-8.9
45) CN(C)c1ccc(CNC(=O)CN(C)S(=O)(=O)c2ccc3c(c2)c(=O)n(C)c(=O)n3C)cc1
→ 3.1	i	i	0.1	i	i	i	i	i	i	-0.6
46) CCc1c(C)sc(NC(=O)c2ccco2)c1C(=O)N1CCCCC1
→ 2.4	i	i	-1.3	i	i	i	i	i	i	-11.6
47) O=C1CCN(S(=O)(=O)c2ccccc2)CCN1CCOCc1cccc(F)c1
→ 0.3	i	i	-15.4	i	i	i	i	i	i	-9.8
48) COc1ccc(NC(=O)Cn2nc(C(=O)O)c3ccccc3c2=O)cc1OC
→ 2.8	i	i	-1.8	i	i	i	i	i	i	-8.9
49) O=C(CN1CCCC1)Nc1ccc(OC(F)(F)F)cc1
→ 3.8	i	i	1.3	i	i	i	i	i	i	-5.0
50) O=C(Nc1nnc(S(=O)(=O)N2CCCC2)s1)c1ccccc1Br
→ 0.2	i	i	2.3	i	i	i	i	i	i	-3.8
51) O=C(O)c1ccc(Cl)c(S(=O)(=O)Nc2ccccc2Cc2ccccc2)c1
→ 7.4	i	i	-3.9	i	i	i	i	i	i	-1.4
52) CN(C)NC(=S)NC(=O)C12CC3CC(CC(C3)C1)C2
→ -4.5	i	i	1.8	i	i	i	i	i	i	-8.1
53) COc1ccc(CCNC(=O)c2cc3c(cc2Cl)N2CCCCCC2=NS3(=O)=O)cc1
→ -1.0	i	i	-0.1	i	i	i	i	i	i	-6.0
54) CCOc1ccc(C2c3[nH]c4ccccc4c3CCN2Cc2cccn2-c2ncccn2)cc1 (centres undefined)
→ 13.8	i	i	1.7	i	i	i	-9.89*	-8.75*	i	-23.4
55) COc1ccc2[nH]c(=O)c(CN(Cc3cccs3)C(=S)Nc3cccc(C)c3)cc2c1
→ 1.0	i	i	0.2	i	i	i	i	i	i	-8.1
56) CCn1cc(CN2CCN(C)C(CCO)C2)c2ccccc21 (centres undefined)
→ -5.2	i	i	/	i	i	i	i	i	i	-10.3
57) CC1CCCCN1CCCNC(=O)c1ccc2nc(N3CCCCC3)sc2c1 (centres undefined)
→ 8.0	i	i	1.8	i	i	i	i	i	i	-15.5
58) CC(C)N(C(=S)Nc1cccc(C(F)(F)F)c1)C(C)c1ccccn1 (centres undefined)
→ 4.7	i	i	-4.4	i	100*	i	-17*	-10.7*	12*	-10.7
59) CCOC(=O)C1=C(C)NC(=O)NC1c1cc(C)sc1C (centres undefined)
→ 1.1	i	i	1.8	i	i	i	i	i	i	-6.5
60) O=c1[nH]c(SCc2ccc(F)cc2)nc2c1cnn2-c1ccc(F)cc1
→ -2.5	i	i	-5.4	i	i	i	i	i	i	-7.2

Only TRPC4 agonist, KCNQ1 inh and TMEM16A act, for some of the entries so far:
entry | SMILES | TRPC4 agonist | KCNQ1 inh | TMEM16A act
57 | CC1CCCCN1CCCNC(=O)c1ccc2nc(N3CCCCC3)sc2c1 (centres undefined) | i | i | i
47 | O=C1CCN(S(=O)(=O)c2ccccc2)CCN1CCOCc1cccc(F)c1 | i | i | i

Source: PubChem

An excerpt; the hit share may differ from the screen's.
